Screens deposited in PubChem BioAssay by several laboratories.
Rad51 HR inh: blocks human Rad51 in homologous recombination. inhibition, % at 10 µM. hRad51 DNA strand exchange, fluorescence dequenching. Q06609. 0.085% of 200,000 active;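 active = inhibition above 40% at the single screening dose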;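 note: 0% = DMSO control wells and 100% = blanks with heterologous ssDNA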
Target sequence (Q06609 whole entry, looked up): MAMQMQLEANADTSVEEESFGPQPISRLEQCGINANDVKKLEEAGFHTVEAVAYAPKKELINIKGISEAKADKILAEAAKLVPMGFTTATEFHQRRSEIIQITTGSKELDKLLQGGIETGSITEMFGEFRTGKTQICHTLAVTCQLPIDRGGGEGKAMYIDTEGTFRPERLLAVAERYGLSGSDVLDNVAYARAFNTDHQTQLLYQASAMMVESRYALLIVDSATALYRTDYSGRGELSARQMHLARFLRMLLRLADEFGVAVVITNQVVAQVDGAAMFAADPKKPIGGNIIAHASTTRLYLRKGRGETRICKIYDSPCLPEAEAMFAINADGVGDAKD
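Material: hRad51 filaments on single-stranded DNA; Reagent: Donor/quencher-labelled 47-bp dsDNA substrate; Compound: 10 µM final, single point; Schedule: 37 °C 15-min filament assembly, 30-min compound preincubation, 15-min exchange; Technique: FRET fluorescence, excitation 485 nm, emission 520 nm; Benchmarks: control wells and blank wells on each plate.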
Hck Nef HTS: human Hck-Nef kinase inhibition; Recombinant Hck-YEEI plus Nef, Z-Lyte FRET kinase assay; inhibition, % at 20 µM; 0.68% of 220,000 active; AID 463187;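 active = Hck-Nef kinase inhibition above about 50%, limit read from the data; inactive = inhibition below that limit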;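 note: 0% = DMSO with Hck plus Nef and 100% = Hck alone without Nef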
Target sequence (P08631 whole entry, looked up): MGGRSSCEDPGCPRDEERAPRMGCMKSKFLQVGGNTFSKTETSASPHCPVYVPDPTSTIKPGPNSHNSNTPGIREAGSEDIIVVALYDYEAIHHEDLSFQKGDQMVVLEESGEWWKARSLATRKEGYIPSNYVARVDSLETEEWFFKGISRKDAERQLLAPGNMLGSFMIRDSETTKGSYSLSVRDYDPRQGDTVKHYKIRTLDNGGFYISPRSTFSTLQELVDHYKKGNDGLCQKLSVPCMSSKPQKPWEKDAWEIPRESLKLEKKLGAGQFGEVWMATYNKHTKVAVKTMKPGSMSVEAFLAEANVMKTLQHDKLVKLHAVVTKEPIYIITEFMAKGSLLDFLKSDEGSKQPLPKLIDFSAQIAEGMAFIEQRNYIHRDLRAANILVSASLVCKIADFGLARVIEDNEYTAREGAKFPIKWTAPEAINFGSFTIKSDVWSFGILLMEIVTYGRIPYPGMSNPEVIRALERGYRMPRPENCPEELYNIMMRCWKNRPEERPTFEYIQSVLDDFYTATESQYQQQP
TNF necrop inh: blocks TNF-alpha induced death of Jurkat FADD-/- cells; Jurkat FADD-/- TNF necroptosis rescue, ATP luminescence, 24 h; 0 = TNF only, 100 = no-TNF cells; activation (protection from cell death), % at 10 µM; 0.068% of 220,000 active; AID 463075;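 active = activation, meaning protection from cell death, of at least 50% relative to plate controls; inactive = activation below 50%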;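 note: necroptosis triggered by 40 ng/mL TNF-alpha added together with compound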
FXIa inh: inhibitors of human coagulation factor XIa; P03951; 0.14% of 220,000 active; purified FXIa, Boc-Glu-Ala-Arg-AMC fluorogenic substrate; inhibition, % at 5 µM;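 active = inhibition of at least 40%; inactive = inhibition below 40%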;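 note: fluorescence of freed AMC excited at 355 nm; 0% = enzyme without compound and 100% = no enzyme blank; many of its hits are not listed in these tables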
hK5 inh: blocks human kallikrein 5 protease activity; inhibition, % at 5 µM; Q9Y337; 0.59% of 210,000 active; AID 873; recombinant hK5, fluorogenic AMC substrate cleavage;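 active = inhibition of 40% or more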;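 note: 0% = enzyme controls without compound and 100% = no-enzyme blanks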
Target sequence (Q9Y337 67-293 limits assumed): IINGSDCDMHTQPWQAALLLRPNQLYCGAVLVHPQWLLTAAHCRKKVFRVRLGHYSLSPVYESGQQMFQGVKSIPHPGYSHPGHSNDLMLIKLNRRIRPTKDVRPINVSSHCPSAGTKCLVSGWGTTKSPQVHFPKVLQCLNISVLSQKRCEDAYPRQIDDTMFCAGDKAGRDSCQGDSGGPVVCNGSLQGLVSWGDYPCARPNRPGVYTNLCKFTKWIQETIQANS
L929 necroptosis: L929 zVAD cell death inhibition; viability rescue, % at 10 µM; 0.38% of 220,000 active; L929 zVAD necroptosis rescue, ATP luminescence, 24 h; with zVAD 60 µM; AID 1377;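 active = activation, scaled between plate controls, above about 75%, limit read from the data; inactive = activation under that limit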;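 note: 0% = zVAD with DMSO and 100% = DMSO alone without zVAD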
FXIIa inh: factor XIIa (human) inhibition; purified FXIIa, Boc-QGR-AMC fluorogenic substrate, 2 h; P00748; 0.3% of 220,000 active; inhibition, % at 5 µM; in the data active = inhibition above about 40%;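 note: 0% = enzyme with no compound and 100% = blank without enzyme; many of its hits are not listed in these tables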
thrombin 1536: blocks human thrombin protease activity; P00734; alpha-thrombin, Boc-VPR-AMC fluorogenic substrate cleavage; inhibition, % at 5 µM; 0.26% of 220,000 active; AID 1046;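 active = inhibition at or above 40%; inactive = inhibition below 40%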;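 note: 0% = enzyme with no compound and 100% = wells without enzyme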
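Material: human alpha-thrombin protein. Incubation: reaction at ambient temperature. Technique: fluorescence of released AMC, ex 355 nm, em 460 nm. Control set: no-compound enzyme wells and no-enzyme blanks. Also added: Boc-VPR-AMC substrate, 15 µM final. Buffer or medium: pH 7.5 Tris (50 mM) with NaCl 150 mM, Tween 20 0.05%.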
Cl transport mod: modulators of human KCC2 chloride dependent transport. KCC2 cells, thallium flux FluoZin-2 fluorescence. B-score of Tl+ flux slope (higher = more flux/activation; lower = inhibition) at 10 µM. 2.2% of 190,000 active;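 active = thallium flux slope and its plate-corrected score both differing from the plate sample mean at a set confidence after two filtering rounds, in either direction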;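 note: slope of fluorescence scaled to starting intensity during 10 to 20 s after thallium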
Active calls of the source: *; . = not tested or not shown.

structure,Rad51 HR inh,Hck Nef HTS,TNF necrop inh,FXIa inh,hK5 inh,L929 necroptosis,FXIIa inh,thrombin 1536,Cl transport mod
CC1CCCC/C1=N\Nc1ccc(S(N)(=O)=O)cc1[N+](=O)[O-] (stereo unspecified),.,-15,1.2,6,-7,1.2,14,1,0.4
Cc1ccc(C(=O)OCC(=O)NCc2cccs2)cc1C,5,-37,0.3,-3,-2,-0.6,3,-6,-2.1
CN(CC(=O)O)S(=O)(=O)c1cc(Cl)ccc1Cl,1,-3,-0.2,5,-18,-0.9,8,3,-0.11
COC(=O)Nc1ccc2c(c1)N(C(=O)CCN1CCN3CCCC3C1)c1ccccc1S2 (stereo unspecified),3,-1,0.3,5,1,-0.9,-7,3,1.3
CC(C)CCNC(=O)C(=O)NCc1ccccc1,-17,10,19,7,-2,0.2,7,-1,0.14
COc1ccccc1OCC(=O)NCc1nc(-c2ccccc2)no1,27,-23,0.1,-1,-4,2.4,6,3,-1.5
CSc1ccccc1NC(=O)c1noc2c1CCC2,-5,2,2.5,4,-27,-0.1,18,4,0.39
CC(=O)Cc1nsc(NC(=O)C2Cc3ccccc3C(=O)O2)n1 (stereo unspecified),-1,5,2.1,-2,-6,0.3,10,-5,.
Cc1nc(CC(=O)NNS(=O)(=O)c2ccc3ccccc3c2)cs1,-3,1,1.5,11,-17,-0.1,4,-11,-0.28
COc1cc(/C=N/NC(=O)c2cccc(S(=O)(=O)N3CCOCC3)c2)cc(OC)c1O,3,2,1.6,0,0,3.2,6,6,1
NC(=S)Nc1cc(Cl)cc(Cl)c1,-6,13,-8.9,-7,-2,-0.1,3,-2,0.24
C=CCN(C(=O)Cn1c(C(=O)OC)cc2oc(C)cc21)c1ccccc1,-26,0,0.7,19,-17,0.9,29,6,-0.92
Cc1ccc2[nH]c(=O)c(CN(CCc3ccccc3)C(c3nnnn3Cc3ccco3)C(C)C)cc2c1 (stereo unspecified),-114,-4,-2.3,-4,0,0.7,0,-10,-0.49
O=C(Nc1cscc1S(=O)(=O)c1ccc(Cl)cc1)c1ccccc1Cl,17,11,1.5,3,2,-0.1,7,3,-0.85
CC(=O)Nc1nc2c(F)cccc2s1,2,0,-1.0,.,.,0.0,.,.,1.7
CCN(CC(=O)NCc1ccc(F)cc1)c1ccc(S(C)(=O)=O)cc1[N+](=O)[O-],.,6,-0.4,1,-278,0.3,11,0,.
Cc1cc(C)n(C(=O)c2ccc(C)o2)n1,8,0,1.0,-28,5,0.8,2,-6,.
Cc1ccc(-n2nc3c(c2NC(=O)c2ccc4c(c2)OCO4)CS(=O)C3)cc1 (stereo unspecified),-2,0,-0.9,-1,-18,-0.2,8,2,1.3
Nc1c(C(=O)NCc2ccco2)nnn1CC(=O)Nc1ccc2c(c1)OCO2,2,-16,0.0,-4,-3,0.8,5,-6,0.46
O=C(Cn1ccc2ccccc2c1=O)NCCC(=O)N1CCN(c2cccc(C(F)(F)F)c2)CC1,-8,0,-2.5,4,-14,-0.6,16,2,-3.1
CC(C)(C)NC(=O)Nc1cccc(Cl)c1Cl,28,-1,3.2,0,.,1.1,6,0,-0.21
Cc1c(C(=O)NCc2cccnc2)oc2ccc(S(=O)(=O)N3CCC4(CC3)OCCO4)cc12,-32,1,1.2,0,-6,0.1,10,0,.
O=C(O)CCS(=O)(=O)c1cccc2cccnc12,5,1,-1.8,-2,-8,-0.1,10,6,.
O=C(NC(=S)Nc1cc(Cl)ccc1N1CCOCC1)c1ccc(-c2cccc(Cl)c2)o1,0,3,-1.7,1,-2,-0.1,3,-5,.
O=C(NCc1ccc2c(c1)OCO2)c1ccc(S(=O)(=O)N2CCCCC2)cc1,-11,0,1.4,-8,-8,1.1,6,-4,.
O=C(Nc1ccccc1F)c1ccc(Cn2cc(Br)cn2)cc1,17,9,0.6,-3,-6,3.9,7,1,-0.99
CCCC(=O)Nc1ccc(-c2nc3cc(C)ccc3o2)cc1,-1,14,1.5,-9,-28,4.3,-7,2,-0.39
COc1ccc(S(=O)(=O)N2c3ccccc3OCC2C)cc1 (stereo unspecified),-6,20,-14,-4,2,-2.0,12,-19,-0.16
CCOC(=O)c1c(C)n(C)c2cc(Br)c(C)cc12,0,-2,0.6,0,-2,0.5,8,1,.
CCc1ccc2c(c1)C1(NN=C(c3ccc(C)cc3)S1)C(=O)N2 (stereo unspecified),-2,8,-9.0,-1,-34,-0.6,2,1,-0.14
CCNC(=O)OCc1cn(-c2ccccc2)nn1,-1,18,0.0,-1,-3,-0.8,10,3,0.93
Cc1cc(C)nc(N(C#N)CC(=O)N2CCC(C(N)=O)CC2)n1,-10,0,-0.1,4,-5,0.2,10,3,0.79
Cn1cc(C(=O)N/N=C/c2cc(Br)cs2)c2ccccc21,0,19,-7.1,1,3,23,7,-1,-0.16
CCN(CC)C(NC(=O)c1ccccc1)C(=O)c1ccccc1 (stereo unspecified),2,0,-4.5,9,-2,-0.5,11,5,-0.76
CC(NC(=S)Nc1ccc(OC(F)F)cc1)c1ccc(F)cc1 (stereo unspecified),20,21,2.2,0,-6,-0.4,11,-4,-3
O=C(NCc1ccccc1)C1=C[C@H](C2CC2)C[C@H](OCc2ccc(CO)cc2)O1,0,-11,4.7,3,-4,-0.9,6,-7,-1.3
COc1ccccc1OC1OC2COC(c3ccco3)OC2C(O)C1NC(C)=O (stereo unspecified),7,4,1.1,22,-13,0.4,26,7,-0.27
O=C(CN(C(=O)Cn1nnc(-c2cccs2)n1)c1ccc2c(c1)OCCO2)NCC1CCCO1 (stereo unspecified),0,1,0.9,1,8,0.4,12,8,0.13
O=C1NN=C(c2ccc(Br)cc2)CC1c1ccc(Cl)cc1 (stereo unspecified),4,28,-0.2,-1,20,-1.9,9,-3,-0.0031
CCc1ccc(NC(=O)CCc2nc3cccnc3n2Cc2ccc(OC)cc2)cc1,-1,-1,1.8,10,13,0.5,8,8,-3.4
COc1ccc(NC(=O)Nc2ccc(C(=O)N3CCOCC3)cc2)cc1,1,-1,-0.8,-10,-9,4.0,-18,-6,.
CN1CCN(CC(=O)Nc2ccc(OCc3ccccc3)cc2)CC1,.,8,3.1,2,0,-0.2,7,1,0.37
CCn1c(=O)n(CC)c2cc(S(=O)(=O)N3CCc4ccccc43)ccc21,-7,0,-4.9,-4,13,-0.2,12,-4,-0.14
CN(C)S(=O)(=O)c1ccc(NC(=O)N2CCN(c3cccc(C(F)(F)F)c3)CC2)cc1,5,-1,-8.2,-2,1,0.2,-8,-4,.
CCN(CC)S(=O)(=O)c1ccc(NC(=O)C(C)N(c2ccc(OC)cc2)S(C)(=O)=O)cc1 (stereo unspecified),.,1,1.2,-22,5,-0.1,11,-1,.
CN(C(=O)COC(=O)c1c2c(nc3ccccc13)/C(=C/c1cccc([N+](=O)[O-])c1)CCC2)C1CCS(=O)(=O)C1 (stereo unspecified),11,5,-17,9,-9,8.8,13,3,-0.63
CCCNC(=O)Nc1ccc(C(F)(F)F)cc1,.,-2,2.4,2,.,3.3,9,1,.
Cc1c(/C=N/NC(=O)c2ccc(O)cc2)c2ccccn2c1C(=O)c1ccc(F)cc1,2,5,-0.6,19,-12,1.2,17,-12,-2.1
CSc1c(C#N)c(N)nc2sc(C(=O)c3ccc(Cl)c(Cl)c3)c(N)c12,-159,21,1.1,4,5,-0.8,11,-1,1.8
COc1ccc(C(=O)N2CCN(c3ccc(C)cc3C)CC2)cc1OC,5,-1,-6.1,7,5,1.1,14,5,-0.087

Other records.
structure,Rad51 HR inh,Hck Nef HTS,TNF necrop inh,FXIa inh,hK5 inh,L929 necroptosis,FXIIa inh,thrombin 1536,Cl transport mod
N#C/C(=C(/O)C(Cl)(Cl)Cl)c1nc2ccccc2[nH]1,-8,19,-3.9,3,1,0.2,4,1,-0.34
CC(=O)Nc1ccc(S(=O)(=O)NNC(=O)COc2ccc(C(C)(C)C)cc2)cc1,2,11,-1.1,9,0,0.8,20,4,0.029
O=C(NCCCN1CCCC1=O)c1cncc(Br)c1,1,1,-0.8,-14,-25,0.2,-1,29,-0.1
COCc1nc2ccccc2n1Cc1ccc(Br)cc1,12,1,-1.6,-15,10,-0.3,3,-4,0.9
COc1ccc(NC(=O)c2cc(C)nc3ccccc23)cc1S(=O)(=O)Nc1ccccc1Cl,.,2,-0.5,3,-11,.,8,-1,0.05
CC(=O)Nc1ccc(Nc2ccc3c4c(cc(=O)n3C)-c3ccccc3C(=O)c24)cc1,3,24,-6.5,1,1,39,7,.,0.48
Oc1cccc(/C=N/N2CCN(C3c4ccccc4-c4ccccc43)CC2)c1,14,-5,-7.4,-6,-6,0.3,6,-4,.
Cc1cccc(NC(=O)COC(=O)c2ccc3c(=O)n4c(nc3c2)CCC4)c1,6,2,1.2,3,-25,0.8,12,-2,-0.072
COc1ccccc1-n1cccc1C=O,1,23,0.9,-4,-4,1.4,6,-7,-0.17
C=CCOC(=O)C1=C(C)NC(SCC(=O)Nc2nccs2)=C(C#N)C1c1ccc(Cl)cc1 (stereo unspecified),-2,3,2.1,-10,1,0.7,-13,-4,-0.86
O=C(NCCCO)C(=O)NCCc1ccc(Cl)cc1,4,-1,1.3,10,-22,0.2,15,2,0.12
CC1CC(C)CN(c2ccc([N+](=O)[O-])cc2-c2nn[nH]n2)C1 (stereo unspecified),10,-1,1.7,9,-10,-0.1,6,1,0.44
COc1ccc(CC(=O)N/N=C/C=C/c2cccc([N+](=O)[O-])c2)cc1OC,23,17,6.9,1,1,0.7,11,1,-0.53
CCOC(=O)N1CCC(N2CCN(c3cc(C)ccc3C)CC2)CC1,5,2,-0.5,-4,-20,-0.1,9,0,-0.16
CCOC(=O)c1cnc(Nc2ccccc2)nc1C(F)(F)F,.,24,5.9,5,7,0.0,7,-2,-0.032
Cc1ccc(-c2noc(C3CCCN(S(=O)(=O)c4ccc5ccccc5c4)C3)n2)o1 (stereo unspecified),2,1,-0.4,3,-10,-1.1,11,3,-0.53
CC(C)CSC1=NSC2=NC(=O)/C(=C\c3cccs3)C(=N)N12,7,10,-1.3,-3,-10,2.3,0,-3,42*
CCN1CN=C(NS(=O)(=O)c2ccc(C)cc2)NC1,7,1,0.4,-6,-14,-0.4,10,3,.
COC(=O)c1ccc(SC2CCCCC2)c([N+](=O)[O-])c1,-37,2,-2.5,3,2,0.3,13,-4,0.064
O=C(NC(=S)Nc1cccc(-c2ccc(CO)o2)c1)c1cccs1,22,6,-0.2,1,-4,-0.5,5,2,1.2
Cc1c(NC(=S)N/N=C/c2ccc(O)cc2)c(=O)n(-c2ccccc2)n1C,1,1,-1.7,2,-7,0.1,13,4,-1

Three structures out of the list, ordered by heavy-atom count, lowest first.
structure,Rad51 HR inh,Hck Nef HTS,TNF necrop inh,FXIa inh,hK5 inh,L929 necroptosis,FXIIa inh,thrombin 1536,Cl transport mod
COc1ccc(CC(=O)N/N=C/C=C/c2cccc([N+](=O)[O-])c2)cc1OC,23,17,6.9,1,1,0.7,11,1,-0.53
Cc1cccc(NC(=O)COC(=O)c2ccc3c(=O)n4c(nc3c2)CCC4)c1,6,2,1.2,3,-25,0.8,12,-2,-0.072
CC(=O)Nc1ccc(S(=O)(=O)NNC(=O)COc2ccc(C(C)(C)C)cc2)cc1,2,11,-1.1,9,0,0.8,20,4,0.029

This is a subset, so the mix of outcomes need not match the whole.
